IMP-1 inh = IMP-1 metallo-beta-lactamase inhibitors, primary screen, biochemical, epi-absorbance readout, Pseudomonas aeruginosa enzyme. metallo-beta-lactamase IMP-1 (Pseudomonas aeruginosa). 0.45% of 290,000 active. inhibition, % at 5.6 µM. purified IMP-1, nitrocefin hydrolysis, epi-absorbance fluorescence. AID 1556, 2009;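 active = inhibition above the mean plus 3 SD of all compounds in the same screening run, cut at about 4.5% in these data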;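 note: 0% = IMP-1 with DMSO and 100% = DMSO wells lacking enzyme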
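system = purified recombinant IMP-1 beta-lactamase | amount = 0.2 nM IMP-1, as dispensed | medium = HEPES buffer pH 7.1 with ZnSO4 and Brij 35 | times = 25 °C, 15 min preincubation, 25 min reaction | detection = plate fluorescence quenching by hydrolysis product, ex 480/em 530 nm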
p-CIP stab down = p/CIP-EGFP fusion destabilizers, primary screen, fluorescence, F442A cells. Q05BA5. 16 h. decrease of EGFP signal, % at 10 µM. 0.01% of 290,000 active. AID 1984, 2009;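 active = EGFP signal decrease of at least 30% at 10 µM or well 3 SD below plate mean, unless failing retest; inactive = the rest, including hits failing retest or dose response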; note: some compounds called inactive have numbers as strong as hits; many of its hits are not listed in these tables
VIM-2 inhibitor = VIM-2 metallo-beta-lactamase inhibitors, primary screen, biochemical, epi-absorbance readout, Pseudomonas aeruginosa enzyme; purified VIM-2, nitrocefin hydrolysis, epi-absorbance fluorescence; inhibition, % at 5.6 µM; 0.89% of 290,000 active; AID 1527, 2009;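 active = inhibition above the mean of all tested compounds plus 3 SD, cutoff set per screening run, cut at about 7.5% in these data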;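 note: red hydrolysis product quenches plate fluorescence so inhibitors raise well fluorescence; 0% = enzyme with DMSO and 100% = DMSO without enzyme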
FID counter = compounds displacing fluorescent DNA intercalator, primary screen, artefact control for HCV NS3 helicase inhibitor project, biochemical, FID fluorescence; 0.17% of 290,000 active; DNA fluorescent intercalator displacement; inhibition, % at 7.9 µM; in the data active = inhibition above about 37%;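 note: 0% = vehicle and 100% = reference compound; higher means more ethidium bromide displaced from hairpin DNA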
SUMO HTRF inh = inhibitors of in vitro SUMOylation cascade, primary screen, biochemical, HTRF, uHTS | 0.36% of 290,000 active | inhibition, % at 35 µM | SUMO-conjugating enzyme UBC9 (Homo sapiens), P63279 | AID 2006, 2009 | HTRF SUMOylation assay, SAE1/SAE2 + UBC9; in the data active = inhibition above about 50%, passing the limit was not always enough; note: strong numbers were not always called active
Target sequence (P63279 whole entry, looked up): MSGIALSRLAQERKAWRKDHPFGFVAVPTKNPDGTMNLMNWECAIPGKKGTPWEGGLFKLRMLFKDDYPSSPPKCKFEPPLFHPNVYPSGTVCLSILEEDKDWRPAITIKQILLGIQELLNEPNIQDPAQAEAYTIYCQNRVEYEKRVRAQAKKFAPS
PHOSPHO1 inh = PubChem AID 1565. Phosphoethanolamine/phosphocholine phosphatase (Homo sapiens), Q8TCT1. recombinant PHOSPHO1, absorbance phosphatase assay. inhibition, % at 13.3 µM. 1.1% of 290,000 active; in the data active = inhibition above about 60%
Target sequence (Q8TCT1 whole entry, looked up): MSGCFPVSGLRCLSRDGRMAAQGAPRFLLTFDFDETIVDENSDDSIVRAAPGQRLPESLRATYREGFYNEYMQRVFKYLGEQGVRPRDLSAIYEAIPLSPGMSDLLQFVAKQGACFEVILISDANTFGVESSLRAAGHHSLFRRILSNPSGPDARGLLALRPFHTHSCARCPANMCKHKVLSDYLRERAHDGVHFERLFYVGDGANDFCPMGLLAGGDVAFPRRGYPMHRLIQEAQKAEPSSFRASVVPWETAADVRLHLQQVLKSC
MEKK3 PB1 HTS = modulators of MEKK3-MEK5 PB1 binding, primary screen, biochemical, wildtype MEKK3, multiplex bead flow cytometry, Alexa488-MEK5; Mitogen-activated protein kinase kinase kinase 3 (Homo sapiens), Q99759; bead-based flow cytometry, Alexa488-MEK5 binding to MEKK3; actives lie on both sides; 0 = blocked by unlabeled MEK5, 100 = vehicle; binding response (% of control), % at 10 µM; 1.4% of 290,000 active; AID 1529, 2009;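 active = binding response more than 3 SD above or below the average of its plate-row segment, actives on both sides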;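 note: Alexa488 bead fluorescence after subtracting the streptavidin-only scavenger bead signal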
Target sequence (Q99759 whole entry, looked up): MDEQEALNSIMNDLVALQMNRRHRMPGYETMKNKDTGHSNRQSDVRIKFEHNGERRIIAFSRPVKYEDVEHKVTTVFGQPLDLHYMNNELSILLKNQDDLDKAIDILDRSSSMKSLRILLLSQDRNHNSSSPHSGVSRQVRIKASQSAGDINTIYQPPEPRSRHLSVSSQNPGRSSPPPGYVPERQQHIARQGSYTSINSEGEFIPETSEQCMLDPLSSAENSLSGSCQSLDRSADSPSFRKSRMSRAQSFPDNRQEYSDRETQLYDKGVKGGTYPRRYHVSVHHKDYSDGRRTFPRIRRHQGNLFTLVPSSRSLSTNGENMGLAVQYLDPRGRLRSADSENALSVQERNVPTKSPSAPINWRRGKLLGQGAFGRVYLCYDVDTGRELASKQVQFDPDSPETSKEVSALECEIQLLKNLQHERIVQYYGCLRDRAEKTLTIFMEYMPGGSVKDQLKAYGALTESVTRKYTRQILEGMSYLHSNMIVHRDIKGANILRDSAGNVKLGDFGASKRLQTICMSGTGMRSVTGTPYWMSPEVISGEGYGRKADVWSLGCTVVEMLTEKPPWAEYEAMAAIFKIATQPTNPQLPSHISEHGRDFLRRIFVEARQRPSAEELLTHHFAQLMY
HCV NS3 hel inh = inhibitors of HCV NS3 helicase, primary screen, biochemical, Cy5 molecular beacon fluorescence; 0.56% of 290,000 active; Hepatitis C virus NS3 helicase; NS3 helicase DNA unwinding; AID 1800, 2009; inhibition, % at 10.9 µM;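 active = inhibition above the mean of all tested compounds plus 3 SD, set per campaign, cut at about 35% in these data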;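 note: 0% = DMSO wells and 100% = thioflavine S control wells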
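System: Hepatitis C virus NS3 helicase domain fragment enzyme | Reagent: Annealed dual-labelled DNA beacon duplex, ATP-started | Compound dosing: 10.9 µM single point, 0.8% DMSO | Incubation: 1 h reaction at 25 °C, ATP-initiated | Technique: Cy5 fluorescence | Evaluation: Percent inhibition from t60/t0 fluorescence ratio | Benchmarks: Low DMSO, high thioflavine S at 110 µM | Replication: Singlicate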
IDE cell activ = human IDE activators in live cells, primary screen, fluorescence polarization, HEK cells, FAbeta-B substrate. 0.073% of 340,000 active. activation, % at 5.96 µM. Insulin-degrading enzyme (Homo sapiens), P14735. FAbeta-B cleavage; 0% vehicle, 100% cell-free pure enzyme wells;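 active = activation above the mean of all tested compounds plus 3 SD, set per screening campaign, cut at about 17% in these data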
* hit, by the source's call; x = not tested or not shown. Some of the compounds tested; the hit share may differ from the screen's.

Below each SMILES: IMP-1 inh | p-CIP stab down | VIM-2 inhibitor | FID counter | SUMO HTRF inh | PHOSPHO1 inh | MEKK3 PB1 HTS | HCV NS3 hel inh | IDE cell activ
> OC(CN1CC=C(/C=C/c2ccc(Br)cc2)CC1)c1ccccc1 (configuration not stated)
  -2.8 | -4 | -1.4 | 16 | 0 | 30 | 107 | -52 | -2
> O=S(=O)(c1ccccc1)N1CCc2ccccc2C1
  -0.7 | 2 | 0.0 | -7 | 4 | 52 | 107 | -7 | -1
> N/C(=N\N=C\c1ccc(Br)o1)c1nonc1N
  -2.0 | -2 | -0.1 | -3 | 8 | 16 | 86 | 9 | 3
> CCOc1ccc2c(c1)C(c1ccccc1)=NNC(c1ccccc1)=N2
  -0.4 | 12 | -0.6 | -13 | 10 | 2 | 109 | -7 | 7
> CCn1cc(C(=O)O)c(=O)c2cc(F)c(N3CCN(C(=S)NC(=O)c4cccc(F)c4)CC3)cc21
  -0.2 | -4 | -0.8 | -11 | 22 | 27 | 95 | 4 | 4
> C[n+]1ccc(CC2C(=[N+]([O-])[O-])C=Nc3ncnn32)cc1 (configuration not stated)
  -1.1 | 10 | -1.5 | 20 | 4 | 1 | 126 | 4 | -4
> CC(C)(C)c1cc(-c2csc(Nc3ccccc3)[n+]2Cc2ccc(C(=O)O)cc2)cc(C(C)(C)C)c1O
  -2.0 | -21 | -2.0 | -12 | 45 | -21 | 98 | 6 | 5
> C=CCNC(=S)N/N=C/c1ccc(C)cc1C
  -2.0 | -13 | -1.1 | -9 | 15 | 22 | 103 | -6 | 0
> Cn1c(=O)n(C)c2cc([N+](=O)[O-])c(N3CCN(S(C)(=O)=O)CC3)cc21
  -4.1 | -2 | -0.5 | -1 | -6 | -7 | 98 | -1 | 2
> COc1cc(C(=O)NCC(=O)OCc2cc(=O)oc3c(C)c(C)ccc23)cc(OC)c1OC
  -2.6 | 3 | -0.8 | -7 | 0 | -10 | 100 | -5 | 3
> Cc1cccn2c(NC(=O)c3ccccc3F)c(-c3ccccc3)nc12
  -0.3 | 1 | -1.1 | -12 | 19 | 33 | 104 | 8 | 0
> CC(=O)Nc1ccc(S(=O)(=O)NCc2csc(-c3cccnc3)n2)cc1
  -2.9 | -3 | 0.7 | -4 | 4 | -7 | 105 | -24 | 7
> CCOC(=O)N1CCC(N(CCN(C)C)C(=S)Nc2cccc(C)c2)CC1
  -4.2 | -5 | -2.0 | 3 | 1 | 7 | 138* | -3 | 1
> COc1ccc(OC)c(NC(=O)CSc2nccn2Cc2ccco2)c1
  -3.0 | -8 | -2.0 | -17 | 6 | 47 | 102 | -5 | 2
> Cc1cc(C)c(O)c(-c2cc(C(=O)Nc3ccc(S(=O)(=O)N4CCOCC4)cc3)[nH]n2)c1
  -1.7 | 6 | -4.2 | -8 | -26 | -6 | 110 | -26 | 1
> C/C=C(/C)C(=O)O[C@@H]1c2cc3c(c(OC)c2-c2c(cc(OC)c(OC)c2OC)[C@@H](OC(C)=O)[C@@H](C)[C@H]1C)OCO3
  x | 0 | x | x | -21 | -13 | 84 | x | 2
> COC(=O)c1cc2cc(Cl)ccc2nc1SC
  -1.8 | -8 | -1.8 | -1 | 11 | 24 | 94 | 0 | 1
> Cc1oc(-c2ccccc2Cl)nc1CSc1nc2c(c(=O)[nH]1)CCCC2
  -0.7 | 5 | 1.0 | -6 | -6 | -15 | 103 | -7 | 0
> Cc1ccccc1NS(=O)(=O)c1ccc2c(c1)oc(=O)n2C
  -0.6 | 3 | -1.2 | -1 | 15 | 20 | 106 | 13 | 4
> COc1cc(OC)c2ccc(=O)oc2c1C(CC(=O)N1CCN(c2ccccc2)CC1)c1ccc2c(c1)OCO2 (configuration not stated)
  x | -10 | x | x | 7 | 35 | 105 | x | 6
> CC(=O)NC(C)(C)C1CC=C(C)/C(=N\O)C1 (configuration not stated)
  -3.5 | 0 | -4.9 | -2 | 14 | -42 | 97 | 2 | 2
> CSC1=N/C(=C/c2cccnc2)C(=O)N1Cc1ccccc1
  -2.7 | -15 | -1.9 | -17 | 15 | 41 | 99 | -9 | 2
> CC(Sc1nncn1C)C(=O)Nc1nnc(-c2ccccc2)s1 (configuration not stated)
  -4.7 | -10 | -3.2 | -10 | 14 | 30 | 102 | 4 | 5
> Clc1ccc(OCCSc2ncccn2)cc1
  -1.3 | 6 | -2.9 | -2 | 5 | 17 | 106 | -3 | 3
> CN(CC(=O)NCc1ccncc1)S(=O)(=O)c1ccc(Cl)cc1
  -1.1 | 3 | -3.9 | 11 | -1 | -16 | 89 | -3 | 3
> CCOc1ccc(CNC(=O)C2CCN(c3nnc(C)c4c(C)n(-c5ccc(C)cc5)nc34)CC2)cc1
  3.3 | -6 | -0.1 | 5 | 6 | 18 | 99 | -94 | 10
> Cc1ccccc1N1CC(C(=O)Nc2nnc(SCCN3CCOCC3)s2)CC1=O (configuration not stated)
  -4.9 | -20 | -2.2 | -35 | 2 | 18 | 104 | 34 | 8
> CCOc1ccc(N2C(=O)CC(N(C)Cc3ccccc3)C2=O)cc1 (configuration not stated)
  -1.7 | -10 | -3.0 | -27 | 4 | -7 | 84 | 7 | 4
> COc1ccccc1C(=O)N/N=C/c1ccc2c(c1)OCO2
  -1.7 | 1 | -1.6 | -8 | -6 | 0 | 97 | 5 | 5
> COc1ccccc1N1CCN(C(=O)c2sc3ncn(CC(=O)N4CCC(C)CC4)c(=O)c3c2C)CC1
  -2.9 | -4 | -3.9 | -66 | 6 | 6 | 99 | -2 | -10
> O=C(CC1Nc2ccccc2NC1=O)NCC1COc2ccccc2O1 (configuration not stated)
  -1.0 | -13 | -1.2 | 0 | 15 | 16 | 103 | -1 | 3
> COc1ccc(NC(=O)OCCN2CCN(Cc3ccccc3)CCC2=O)cc1
  0.7 | 7 | -3.0 | -21 | -8 | 1 | 99 | 1 | 5
> Cc1ccc(S(=O)(=O)NNC(=S)Nc2cccc(F)c2)cc1
  -1.7 | -3 | -2.0 | 7 | 15 | -3 | 98 | -1 | 5
> COC(=O)c1c(NC(=O)CN2CCC(C(N)=O)CC2)c2c(C)cccc2n1C
  -2.1 | -6 | -2.7 | 2 | 11 | 19 | 108 | -31 | 5
> CC(C(=O)OCC(=O)Nc1cccc(S(=O)(=O)N(C)C)c1)N1C(=O)c2ccccc2C1=O (configuration not stated)
  1.6 | -8 | -3.4 | -3 | -18 | 2 | 100 | -8 | 2
> O=C(CN(C(=O)c1ccc(Cl)cc1Cl)N1C(=O)C2C3C=CC(C3)C2C1=O)c1ccc(F)cc1 (configuration not stated)
  -2.1 | x | 0.1 | -16 | x | x | 101 | 14 | 3
> O=C1CC(=O)Nc2cc(S(=O)(=O)N3CCN(c4cccc(C(F)(F)F)c4)CC3)ccc2N1
  -3.6 | 5 | -2.4 | -23 | -18 | 26 | 100 | 4 | 4
> COc1cccc(-n2nnnc2SCC(=O)Nc2ccc(OC)cc2OC)c1
  2.1 | -2 | -2.9 | -17 | -2 | 30 | 105 | -1 | -1
> Cn1ccc(=S)c2ccccc21
  -2.8 | -1 | -2.8 | 7 | 4 | 45 | 91 | -6 | 5
> C/C(=N\Nc1cccc(Cl)c1)c1ccncc1
  -2.2 | -2 | -1.0 | 1 | -3 | -3 | 101 | -7 | 0

Full records from above. Order of values: IMP-1 inh | p-CIP stab down | VIM-2 inhibitor | FID counter | SUMO HTRF inh | PHOSPHO1 inh | MEKK3 PB1 HTS | HCV NS3 hel inh | IDE cell activ
Cc1ccc(S(=O)(=O)NNC(=S)Nc2cccc(F)c2)cc1 across the screens: -1.7 | -3 | -2.0 | 7 | 15 | -3 | 98 | -1 | 5
CC(Sc1nncn1C)C(=O)Nc1nnc(-c2ccccc2)s1 (configuration not stated) across the screens: -4.7 | -10 | -3.2 | -10 | 14 | 30 | 102 | 4 | 5

New compounds follow.
Below each SMILES: IMP-1 inh | p-CIP stab down | VIM-2 inhibitor | FID counter | SUMO HTRF inh | PHOSPHO1 inh | MEKK3 PB1 HTS | HCV NS3 hel inh | IDE cell activ
> Cc1cc(Cl)cc(Cl)c1OCCCCN(C)C
  -3.0 | -12 | -3.4 | 12 | 16 | 7 | 106 | -17 | 6
> CCOc1ccc(NC(=NCc2ccc3c(c2)OCO3)SC2CC(=O)N(c3ccccc3)C2=O)cc1 (configuration not stated)
  -0.5 | -6 | 2.3 | -4 | 9 | -6 | 110 | -2 | 3
> CC1(C)Cc2c(C#N)c(N)sc(=S)c2CS1
  6.4* | 2 | 0.6 | 4 | 7 | 101* | 85 | 18 | -7
> CC12CC(c3ccccc3O1)N(C(=O)c1ccco1)C(=S)N2c1ccc(F)cc1 (configuration not stated)
  -2.1 | -9 | -0.3 | -11 | 3 | 71* | 94 | 1 | 1
> CCOC(=O)c1ccccc1NC(=O)[C@@H]1CCCN1C(=O)OC(C)(C)C
  -2.6 | -2 | 0.0 | -32 | -2 | 23 | 101 | 4 | 5
> O=C(CCCC(=O)Nc1ccc(Br)cc1)N/N=C/c1ccccc1
  -4.1 | 1 | 0.4 | -16 | 3 | 34 | 103 | -1 | 0
> O=C(CCn1c(=O)c2ccccc2n(Cc2ccccc2)c1=O)NC1CCN(Cc2ccccc2)CC1
  -1.6 | 6 | -1.0 | 7 | -10 | 48 | 91 | -13 | 2
> O=C(NCc1ccco1)/C(=C\c1cccs1)NC(=O)c1ccco1
  -1.4 | -15 | -0.3 | 1 | 10 | -22 | 97 | 0 | 6
> COc1ccc2c(C(=O)CN3CCC(C)CC3)c[nH]c2c1
  0.2 | -17 | -1.3 | 2 | 9 | -5 | 100 | 0 | -4
> COc1ccc(-c2cc(C(F)(F)F)n3nc(C(=O)O)nc3n2)cc1
  -4.4 | -28 | 0.7 | 0 | 18 | -21 | x | -7 | -4
> COc1ccc(CNC(=O)c2ccc(-c3ccccc3)cc2)cc1OC
  -1.4 | 3 | -6.0 | -14 | 0 | -11 | 101 | -13 | -1
> NS(=O)(=O)c1ccc(NC(=S)NC(=O)C2CCCC2)cc1
  -4.3 | -23 | -0.8 | -10 | 5 | 37 | 99 | 11 | -1
> CC(C)(C)c1cc(C(=S)N2CCN(CCO)CC2)cc(C(C)(C)C)c1O
  -1.6 | -2 | 0.0 | -6 | 15 | 41 | 100 | -15 | -8
> CC(C)c1cc(C(=O)NC2CCCCC2)no1
  -2.4 | -5 | -3.5 | -2 | 3 | -4 | 94 | -5 | 3
> NC(=S)Nc1ccc(C(F)(F)F)cc1Cl
  3.2 | 0 | -2.1 | -1 | 3 | 39 | 94 | 10 | -3

Compound activity: PubChem, several laboratories
